Source: PubChem BioAssay (several laboratories)
m5-HT2A agonist = mouse HTR2A agonism via beta-arrestin recruitment. 0.66% of 360,000 active. CHO-K1 mHTR2A beta-arrestin complementation, luminescence; percent of 30 µM serotonin response. activation, % at 7.6 µM;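 active means activation above a run cutoff, the mean activation of all tested compounds plus 3 SD, cut at about 14% in these data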;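 further: 0% = plate median of compound wells and 100% = 30 µM serotonin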
PDI turbidity = blocks human protein disulfide isomerase activity. P07237. PDI insulin aggregation turbidity, A650, 90 min. inhibition, % at 10 µM. 0.052% of 350,000 active;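 active means mean inhibition across replicates of 30% or more, whatever share of single replicates reach that level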;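 further: absorbance from insulin aggregation driven by PDI reduction with DTT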
aDG glyco act = increases alpha dystroglycan glycosylation; Pro5-aDG cells, alpha-DG glycosylation AlphaScreen (IIH6); 0% Pro5, 100% B10-LARGE cell signal; activation, % at 10 µM; 0.22% of 360,000 active; AID 624168;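 active means activation of at least 8% versus controls, or a plate z-score of at least 8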;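 further: Pro5 are CHO cells carrying HIG-tagged alpha-DG that lacks glycosylation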
Vif imaging = blocks HIV Vif function | HEK293T cells, Vif self-association by quenched fluorescence, imaging, 24 h | inhibition, % at 7.49 µM | 0.35% of 340,000 active; in the data active means inhibition above about 50%, passing the limit was not always enough; further: some results filed as inactive read as strong as hits
hiPSC survival = hiPSC single-cell survival enhancement; survival enhancement, % at 20 µM; ATPlite luminescence; 100% = ROCK inhibitor wells, 0% = DMSO; 0.044% of 360,000 active; in the data active means survival enhancement above about 18%;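 further: cells exposed to compounds for 16 hours before the ATP read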
Glyco luc inh = N-linked glycosylation inhibition. D54 ERlucT glycosylation luciferase reporter, 24 h; percent of 100 nM tunicamycin response. reporter increase, % at 12.5 µM. 0.23% of 360,000 active. AID 588692;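 active means mean luciferase reporter signal, scaled so untreated is 0 and the glycosylation-blocking control 100, at or above a set limit in every replicate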;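 further: luciferase carries N-glycosylation sites so blocking glycosylation raises the light; 0% = median of neutral control wells and 100% = median of 100 nM tunicamycin wells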
ABCB6 inh MLPCN = blocks the human ABCB6 transporter; 0.19% of 360,000 active; Q9NP58; K562-ABCB6 porphyrin accumulation, flow cytometry, 1 h; active compounds read low; fluorescence ratio to DMSO, % at 10 µM;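 active means fluorescence ratio to DMSO below 75%, the collection mean minus 3 SD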;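 further: signal is porphyrin accumulated inside mitochondria; 100% equals median channel fluorescence of DMSO control wells; lower ratio means ABCB6 inhibition with less porphyrin fluorescence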
Target sequence (Q9NP58 whole entry, looked up): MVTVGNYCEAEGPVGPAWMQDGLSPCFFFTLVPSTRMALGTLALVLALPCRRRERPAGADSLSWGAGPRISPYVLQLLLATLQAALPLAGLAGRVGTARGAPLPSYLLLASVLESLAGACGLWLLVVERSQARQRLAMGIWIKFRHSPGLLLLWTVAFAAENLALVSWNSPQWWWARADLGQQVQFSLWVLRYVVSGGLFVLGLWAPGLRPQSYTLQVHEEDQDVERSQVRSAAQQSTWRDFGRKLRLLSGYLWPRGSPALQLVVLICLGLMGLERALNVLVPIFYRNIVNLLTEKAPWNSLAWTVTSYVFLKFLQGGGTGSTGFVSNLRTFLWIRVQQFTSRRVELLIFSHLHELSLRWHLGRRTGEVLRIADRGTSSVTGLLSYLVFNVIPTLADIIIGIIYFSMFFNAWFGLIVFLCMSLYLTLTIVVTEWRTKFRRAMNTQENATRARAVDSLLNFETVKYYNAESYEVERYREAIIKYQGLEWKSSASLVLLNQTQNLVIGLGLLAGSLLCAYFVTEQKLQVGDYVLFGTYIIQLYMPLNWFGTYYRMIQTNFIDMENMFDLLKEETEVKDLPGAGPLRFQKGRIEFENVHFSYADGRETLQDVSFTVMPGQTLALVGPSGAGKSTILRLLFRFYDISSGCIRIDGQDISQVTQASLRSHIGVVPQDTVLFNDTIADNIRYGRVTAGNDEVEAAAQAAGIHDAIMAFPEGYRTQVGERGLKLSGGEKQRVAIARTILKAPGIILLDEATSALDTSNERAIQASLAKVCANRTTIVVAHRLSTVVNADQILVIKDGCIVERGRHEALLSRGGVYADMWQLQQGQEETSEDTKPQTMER
CaV13 FRET inh = Primary screen for inhibitors of IQ motif and Ca2+-dependent inactivation inhibitor domain binding in CACNA1D, Förster resonance energy transfer in living cells, … | HEK cells, CFP/YFP FRET ICDI-IQ, plate reader, 10 min; percent FRET-ratio fall versus neutral wells | inhibition, % at 12.3 µM | 0.098% of 340,000 active | AID 743397;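 active means mean replicate inhibition of at least 30% and at least 1% of replicates passing that level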;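 further: 0% = median of the neutral control wells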
Exocytosis inh = lytic granule exocytosis inhibition; AID 651702; inhibition, % at 10 µM; 0.66% of 360,000 active; TALL-104 LAMP-1 surface exposure, flow cytometry; cells stimulated with thapsigargin and PMA;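 active means inhibition above about 55%, limit read from the data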
Cardio protect = modulators protecting cardiomyocytes from myocardial damage; 0.63% of 360,000 active; H9c2 cardiomyocytes, H2O2 injury protection, ATPLite, 2 h; protection from H2O2 cell death, % at 20 µM;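 active means compounds giving at least 50% protection of heart cells from peroxide-induced death in the single-dose screen, raw or plate-pattern-corrected value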;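 further: 0% = DMSO wells with peroxide and 100% = DMSO wells without peroxide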
* marks the source's active call; other numbers are inactive results; . = no result given.

SMILES	m5-HT2A agonist	PDI turbidity	aDG glyco act	Vif imaging	hiPSC survival	Glyco luc inh	ABCB6 inh MLPCN	CaV13 FRET inh	Exocytosis inh	Cardio protect
CCOC(=O)COc1cccc(C2NC(=O)c3ccccc3O2)c1 (centres undefined)	-5	-1	0.5	0	-0.4	-1	99	-22	-2	83*
COc1ccc(N2CC(O)(c3ccc(F)cc3)[N+]3=C2CCCC3)cc1 (centres undefined)	-3	4	0.1	-2	-0.4	4	92	9	-2	-7
CC1CN(Cc2nnc(-c3ccccc3)o2)CC(C)O1 (centres undefined)	5	-2	0.7	-4	-0.4	0	96	3	0	10
CC(NCc1ccccc1)c1ccccc1O (centres undefined)	-4	1	0.1	4	-0.4	-4	99	-4	4	2
O=C(/C=C/c1ccccc1)Nc1cccc(C(=O)NCCCc2ccccc2)c1	-4	-6	-0.1	-4	-0.2	-2	94	-10	-8	0
COc1ccc(-c2noc(N3CCCC(C(=O)Nc4ccc(C(C)=O)cc4)C3)n2)cc1 (centres undefined)	-4	1	-0.1	-3	-0.2	-1	98	-7	2	2
COc1ccc(NC(=O)Nc2cccs2)cc1OC	-3	-6	-0.1	-3	-2.6	-1	94	-7	-1	-2
CCN(CC)S(=O)(=O)c1ccc(C)c(NC(=O)COc2ccc(Cl)cc2Br)c1	-6	-12	0.1	0	-0.7	-4	92	-5	0	-15
CC(C)CN(C(=O)CSc1nncn1C)C1CCS(=O)(=O)C1 (centres undefined)	5	6	0.0	3	-1.2	2	100	-6	3	3
N#C/C(=C\c1c(F)cccc1Cl)S(=O)(=O)c1ccccn1	1	17	-0.2	0	-0.4	1	104	-4	0	5
CC1Cc2ccccc2N1S(=O)(=O)c1cccc(C(=O)N2CC(=O)Nc3ccccc32)c1 (centres undefined)	-1	14	0.2	-2	-0.4	-1	98	-13	4	2
C=CCOC(=O)C1=C(C)Nc2nnnn2C1c1cc(OC)ccc1OC (centres undefined)	3	-3	0.1	7	0.9	-1	95	.	-3	-5
CCCCN(C=O)c1c(CC)nc2ccc(C(=O)N3CCN(C(C)=O)CC3)cn12	-2	-5	0.1	1	-1.7	1	101	-10	2	0
O=C(COC(=O)C1=COCCO1)NC1CCCCC1	7	-2	0.0	-4	-0.1	1	99	-7	-1	0
C/C(=N\NC(=O)CSCc1ccccc1Cl)c1cc(O)ccc1O	-1	4	1.1	34	-1.0	-6	101	-7	-2	51*
O=[N+]([O-])c1ccc(NCCCO)c(S(=O)(=O)N2CCOCC2)c1	3	4	-0.2	-21	-0.6	3	94	0	0	1
CCCCCCNc1c([N+](=O)[O-])cc(C)cc1[N+](=O)[O-]	-2	-2	-0.1	12	-1.4	-2	96	-4	-1	-6
CCOC(=O)c1c(N)sc(C(=O)N(CC)CC)c1C	-4	-2	0.1	3	-0.5	1	95	-2	2	2
COc1ccc(NC(=O)c2ccco2)c2ccccc12	6	-6	0.2	5	0.1	4	103	-5	-4	-1
Cc1cc(C)c(S(=O)(=O)c2ccccc2)c(N(C)C)n1	4	-8	0.5	-11	-1.4	0	103	.	6	-15
CC1(Cc2ccc(Cl)cc2)C(=O)Nc2c(Cl)ccc(Cl)c21 (centres undefined)	4	7	-0.1	-4	-0.8	-3	101	-6	5	-12
CN(/N=C/c1ccccc1O)C(=S)c1ccccc1	0	-5	-0.1	-7	-0.7	1	102	-6	-12	-4
C[C@H]1CN([C@@H](C)CO)C(=O)Cc2cc(NC(=O)CCC(F)(F)F)ccc2O[C@H]1CN(C)CC1CC1	-1	-1	0.0	14	-0.6	-2	103	-6	13	14
CCNC(=S)Nc1cc(OC)c(NC(=O)c2ccco2)cc1OC	-3	-2	0.2	11	-0.8	0	90	-5	-2	-1
CC(C)(C)c1cccc(P(=O)(c2ccccc2)c2ccccc2)c1O	-3	0	0.0	-5	0.0	-2	95	-1	4	-7

Next structures follow.
SMILES	m5-HT2A agonist	PDI turbidity	aDG glyco act	Vif imaging	hiPSC survival	Glyco luc inh	ABCB6 inh MLPCN	CaV13 FRET inh	Exocytosis inh	Cardio protect
O=C(CC1NCCNC1=O)Nc1ccc([N+](=O)[O-])cc1 (centres undefined)	-3	-3	0.3	2	0.4	2	103	-4	-2	1
COc1ccc(OC)c(NC(=O)Cn2c(=O)oc3ccccc32)c1	-3	-5	0.6	-5	-0.7	1	115	.	-1	-3
COc1cc(C(C(=O)NC2CCCC2)N(C(=O)c2ccco2)c2ccccc2C(C)=O)cc(OC)c1OC (centres undefined)	-1	6	0.0	12	-0.2	-1	90	-5	-4	3
CCN1CCN(C(=S)Nc2cccc([N+](=O)[O-])c2)CC1	26*	0	-0.2	.	-2.1	0	98	-3	-4	3
CCOC(=O)C1CCN(C2CC(=O)N(c3cccc(Cl)c3)C2=O)CC1 (centres undefined)	0	3	-0.2	-18	5.8	0	109	.	6	1
O=C1C(c2ccc(F)cc2)N(Cc2ccc3c(c2)OCO3)C(=O)CN1C1CCCC1 (centres undefined)	-10	2	0.1	-4	2.3	-3	103	-2	-2	-3
O=C(Nc1ccccc1)N1CCN(c2ccccn2)CC1	6	-2	-0.3	0	1.2	2	97	-5	-2	12
Cc1ccccc1N1CCN(c2ccccc2NC(=O)/C=C\C(=O)O)CC1	2	2	0.0	2	0.3	2	97	-4	13	0
CC(C)(C)n1nnnc1C(c1cccs1)N(Cc1ccccc1)Cc1ccco1 (centres undefined)	-8	-2	0.2	33	0.0	-9	92	-4	78*	-13
Cc1cccc(CSCCNC(=O)CN(c2cc(C)cc(C)c2)S(C)(=O)=O)c1	-2	-6	0.1	-5	0.1	-3	88	5	-5	0
COc1ccc(S(=O)(=O)N/N=C/c2ccc(OCCN3CCOCC3)c(OC)c2)cc1	-6	-2	-0.2	-3	2.8	1	107	-4	-5	22
COc1ccc(S(=O)(=O)N2CCC(C(=O)NCc3ccncc3)CC2)cc1OC	9	0	-0.2	17	0.1	3	97	-3	34	-1
CC(=O)N(Cc1cccs1)Cc1cc2ccc(C)c(C)c2nc1Cl	0	-8	-0.1	-3	-0.8	-1	90	-9	0	-2
COc1ccc(CCNCC(=O)Nc2ccc(C)c(Br)c2)cc1OC	-4	5	0.4	0	-0.6	0	98	-5	7	-9
CCc1cccc(NS(=O)(=O)c2ccc(-n3cccn3)cc2)c1	4	1	0.5	-5	-0.4	-3	98	-15	15	-13
N#CCCN1CCN(C(=O)c2c(N)no[n+]2[O-])CC1	1	-5	-0.2	-5	1.4	2	97	7	-2	4
CCOc1ccccc1NC(=O)CSc1nnc2ccc(-c3ccccn3)nn12	-5	-17	0.0	1	-0.3	2	96	-7	4	1
CC(=O)NCCNC(=O)c1ccc2c(c1)S(=O)(=O)c1ccccc1C2=O	0	15	0.0	12	0.2	3	103	-2	-4	3
O=C(Nc1cccc(Cl)c1)c1ccncc1	-3	-8	0.1	7	0.5	2	90	0	27	-4
CC(C)(C)n1nnnc1C(c1ccccc1F)N1CCN(C(=O)c2ccco2)CC1 (centres undefined)	3	-12	0.0	-1	-0.5	1	102	-4	4	1
COc1ccc2c(c1)cc(C(=O)N/N=C/c1c(O)c(C(=O)O)cc3ccccc13)n2C	11	0	-0.4	-3	-0.3	3	106	-9	7	-2
Cc1nnc(NC(=O)C2CC(=O)N(C(C)c3ccccc3)C2)s1 (centres undefined)	-3	11	-0.4	.	-0.4	0	96	-5	-2	-2
COc1cccc(C#CC2=CC(=O)CC(C)(C)C2)c1	-3	1	0.6	1	-2.9	-4	104	-5	-8	-12
COc1cccc(NC(=O)CN2C(=O)C3(OCCCO3)c3ccccc32)c1	1	6	-0.1	-5	-0.6	1	113	-7	5	2
Cc1[nH]c(=S)[nH]c(=O)c1CCC1OCCO1	4	0	0.1	3	9.1	1	94	-18	-3	-4

Gathered by group: the entries above containing a nitro group on carbon
SMILES	m5-HT2A agonist	PDI turbidity	aDG glyco act	Vif imaging	hiPSC survival	Glyco luc inh	ABCB6 inh MLPCN	CaV13 FRET inh	Exocytosis inh	Cardio protect
O=[N+]([O-])c1ccc(NCCCO)c(S(=O)(=O)N2CCOCC2)c1	3	4	-0.2	-21	-0.6	3	94	0	0	1
CCCCCCNc1c([N+](=O)[O-])cc(C)cc1[N+](=O)[O-]	-2	-2	-0.1	12	-1.4	-2	96	-4	-1	-6
O=C(CC1NCCNC1=O)Nc1ccc([N+](=O)[O-])cc1 (centres undefined)	-3	-3	0.3	2	0.4	2	103	-4	-2	1
CCN1CCN(C(=S)Nc2cccc([N+](=O)[O-])c2)CC1	26*	0	-0.2	.	-2.1	0	98	-3	-4	3

The results go on:
SMILES	m5-HT2A agonist	PDI turbidity	aDG glyco act	Vif imaging	hiPSC survival	Glyco luc inh	ABCB6 inh MLPCN	CaV13 FRET inh	Exocytosis inh	Cardio protect
CCn1nc(C)c(CN2CCC(n3nccc3NC(=O)c3ccccc3OC)CC2)c1C	-5	-2	0.1	-2	-0.4	2	96	-7	0	4
N#CC1(NC(=O)COC(=O)c2cc(O)c3ccccc3c2O)CCCCC1	4	2	1.0	3	0.2	6	117	.	61*	-17
CC(C)CCNC(=O)c1ccc2c(Cl)c3c(nc2c1)CCC3	-5	-24	0.1	0	-0.6	-18	91	-21	-1	-19
O=C(NC(=O)c1ccc(F)cc1)Nc1nc(-c2cccs2)cc(C(F)(F)F)n1	7	-34	0.7	-16	0.1	2	89	-5	3	-4
COc1ccc(NC(=O)c2cc(S(=O)(=O)N3CCOCC3)cn2C)c(OC)c1	9	.	0.1	1	-0.7	2	97	-10	-1	2
Cc1ccc(C(=O)Nc2ccc(NC(=O)c3ccc(C)o3)cc2)o1	-1	3	-0.1	4	0.0	-1	95	-6	7	8
OC1C[N+]2(CCCCC2)C1	3	0	-0.2	-1	4.1	3	98	-7	0	6
COc1ccc(C=C2CS(=O)(=O)CC(=Cc3ccc(OC)cc3)C2=O)cc1	-1	0	0.0	112*	-4.2	12	101	-5	-3	-13
Cc1cc(C)cc(CSc2ccc(S(=O)(=O)N3CCCC3)cn2)c1	-4	7	0.3	-2	0.0	-3	96	-4	1	-16
Cc1cc(=O)oc2c(CN(C)Cc3ccccc3)c(O)ccc12	-4	0	0.5	-1	-1.4	2	89	-5	0	-6
Cc1ccc2cc(C)c(N3CCN(c4ccc(F)cc4)CC3)nc2c1	-1	2	-0.1	22	-0.7	0	100	-23	-2	-11
S=C(NCc1ccco1)Nc1ccc(Cl)cn1	-6	-8	0.1	8	-0.3	1	97	-6	-4	-5
O=C(C(=O)N1CCC(c2ccccc2)CC1)c1ccc(F)c(F)c1	5	.	1.1	.	.	.	.	-6	-6	.
C[C@H]1C(c2ccc(F)cc2)=NN(c2ccccc2)[C@@H]1CO	2	-1	0.7	13	1.8	0	100	-6	-1	-3
CCCn1c(NC(=O)c2ccco2)nc2ccccc21	-1	6	0.1	-11	0.7	0	95	.	0	-3
Cc1cccc2c(C(=O)N3CCN(c4ccccc4)CC3)cc(-c3ccncc3)nc12	-5	-16	-0.2	-7	0.2	25	104	-6	5	-4
CCOP(=O)(OCC)c1ccccc1OCP(C)(=O)COc1ccccc1P(=O)(OCC)OCC	4	4	-0.1	1	0.7	1	91	-5	8	-1
CCOCCn1c(CN2CCN(c3ccc(F)cc3)CC2)nc2c1c(=O)n(C)c(=O)n2C	-2	-2	0.2	-2	-2.1	-3	92	-4	0	1
CCc1ccc(-c2nc(CS(=O)CC(=O)NCc3cccnc3)c(C)o2)cc1 (centres undefined)	-5	-19	0.1	.	-2.3	1	102	-4	0	1
O=C(Cc1ccccc1)Nc1ccc2oc(=O)ccc2c1	5	4	-0.2	2	-0.5	-1	97	-4	1	-1
CC(C)(C)NC(=O)CN1C(=O)NC(c2ccccc2)(c2ccccc2)C1=O	-1	-10	0.1	7	0.4	-1	98	-3	85*	4
